Compound activity (PubChem BioAssay)
Epigenetic reg: epigenetic control regulation, reporter derepression; murine LDR cells, GFP reporter derepression, 30 h; Potency, µM (highest dose often 53.9 µM), for inactives: top-dose GFP activation, hits mostly activators; 280,000 compounds, 0.2% hits; AID 1865; note: potency is the fitted concentration of half-maximal effect; % of control where 0% means no effect; nearly all actives have a fitted effect of over 60% in size
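Derepression of a silenced CMV-GFP reporter in murine LDR cells is scored by enumerating GFP-positive cells with a laser-scanning microplate cytometer after 30 hours of treatment at 37 C.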
IMPase Li inh: IMPase inhibition in cells with lithium potentiation; Potency, µM (top dose mostly 59.4 µM), for the others: at the top dose activity, negative = IMPase inhibition, actives largely listed as inhibitors; 210,000 compounds, 0.35% hits; CHO-M1 cells, IP1 TR-FRET (IP-One), carbachol + lithium;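 note: IP1 builds up when IMPase is blocked and the TR-FRET signal falls; potency is the fitted concentration of half-maximal effect; plate controls were basal vehicle for no effect and high inhibitor control for full effect; nearly all actives have a fitted effect of over 50% in size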
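Lithium-sensitised IP1 accumulation assay; M1-expressing CHO cells treated 30 min at 37C with compound. Competitive antibody detection by time-resolved FRET followed a 10 min room-temperature lysis step.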
CBFb RUNX1 block: inhibitors of human CBF-beta and RUNX1 interaction | AlphaScreen CBFb-His/RUNX1-biotin binding, biochemical | Potency, µM (top dose mostly 59.8 µM), inactives show at the top dose activity, negative = inhibition, actives largely listed as inhibitors | 230,000 tested, under 10 active | Q01196+Q13951; note: % of control where 0% means no effect
Target sequence (Q01196 whole entry, looked up): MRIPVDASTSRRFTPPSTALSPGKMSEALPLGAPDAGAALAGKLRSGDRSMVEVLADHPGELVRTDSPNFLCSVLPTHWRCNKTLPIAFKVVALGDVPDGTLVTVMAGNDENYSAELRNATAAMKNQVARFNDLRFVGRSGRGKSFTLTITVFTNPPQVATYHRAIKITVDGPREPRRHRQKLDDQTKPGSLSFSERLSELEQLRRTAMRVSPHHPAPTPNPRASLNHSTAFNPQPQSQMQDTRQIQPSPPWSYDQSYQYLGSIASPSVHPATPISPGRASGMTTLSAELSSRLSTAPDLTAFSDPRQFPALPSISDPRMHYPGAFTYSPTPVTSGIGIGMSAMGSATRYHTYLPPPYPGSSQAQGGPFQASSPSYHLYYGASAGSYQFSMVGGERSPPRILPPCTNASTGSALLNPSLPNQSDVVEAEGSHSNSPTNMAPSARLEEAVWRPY
Target sequence (Q13951 whole entry, looked up): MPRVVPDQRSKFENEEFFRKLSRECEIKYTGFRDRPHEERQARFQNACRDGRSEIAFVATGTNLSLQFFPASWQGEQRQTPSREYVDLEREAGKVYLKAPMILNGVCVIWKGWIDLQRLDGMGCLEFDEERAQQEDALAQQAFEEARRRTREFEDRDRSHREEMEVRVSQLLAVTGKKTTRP
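Interaction loss through any mechanism counts as activity. Pre-formed complex of His-CBF-beta and biotin-RUNX1 (30 nM apiece) is incubated with compound 15 min, then with 50 ng nickel and 50 ng streptavidin beads for 90 min before AlphaScreen detection.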
aGal spleen mod: alpha-galactosidase A (human) modulation | P06280 | human spleen homogenate, 4MU-alpha-Gal fluorescence, 40 min | Potency, µM (doses to about 80 µM), for inactives: at the highest dose activity change, negative = inhibition, most hits filed as inhibitors | 240,000 compounds, 0.008% hits | AID 2107;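 note: potency is the fitted concentration of half-maximal effect; 0% = enzyme with vehicle and -100% = no enzyme basal signal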
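Fluorogenic readout (Ex 365/Em 440 nm) of 4-methylumbelliferone released from 1 mM 4-MU-alpha-galactoside by spleen homogenate, 40 min at 37C, pH 5.0. Data normalized to no-enzyme and enzyme controls; Hill-equation AC50 from compound titrations.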
Lamin A splicing: LMNA splicing modulation. Potency, µM (series often up to 46.1 µM), for the others: top-dose ratio change, negative = inhibition, hits mostly inhibitors. AID 1487. 200,000 compounds, 0.01% hits. HeLa LMNA splicing GFP/RFP minigene ratio, 48 h; active = well fitted inhibition curve with a large enough effect in the signal ratio, with a control signal flat, not every such curve was filed as active; inconclusive = small, poorly fitted or top-dose-only effect, or effect the other way, or a change in a side signal; the % refers to the signal ratio; note: potency is the fitted concentration of half-maximal effect; % is set by controls: 0 for no effect and ±100 for the full control effect
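Read-out is the ratio of GFP to DsRed2 object intensity, acquired by 488 nm laser-scanning cytometry on HeLa lamin A-EGFP minigene reporter cells. Compound incubation 48 hrs at 37 °C in Opti-MEM with 2% FBS; DMSO 0.5% final.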
KinaseGlo FLuc: blocks Kinase-Glo luciferase, a counter-screen artifact | Potency, µM (doses to about 38.3 µM), without a hit: top-dose activity change, negative = inhibition, usual class: inhibitors | Q27757 | 200,000 compounds, 0.28% hits | Kinase-Glo luciferase, ATP luminescence, 8 min; note: potency is the fitted concentration of half-maximal effect; % is set by controls: 0 for no effect and ±100 for the full control effect; nearly all actives have a fitted effect of over 60% in size
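Luminescence was the read-out, taken after 8-minute incubation at ambient temperature. Luciferase turned over luciferin with 10 uM ATP in imidazole pH 7.2 buffer containing KCl, MgCl2, Tween 20 and BSA.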
NPSR antag: antagonists of human neuropeptide S receptor cAMP signaling. Q6W5P4. CHO-NPSR cells, cAMP TR-FRET, antagonist mode. Potency, µM (series often up to 38.3 µM), for inactives: at the highest dose activity change, negative = inhibition, usual class: inhibitors. 220,000 compounds, 1% hits. AID 1461; note: potency is the fitted concentration of half-maximal effect; % is set by controls: 0 for no effect and ±100 for the full control effect; nearly all actives have a fitted effect of over 50% in size; many of its hits are not listed in these tables
Target sequence (Q6W5P4 whole entry, looked up): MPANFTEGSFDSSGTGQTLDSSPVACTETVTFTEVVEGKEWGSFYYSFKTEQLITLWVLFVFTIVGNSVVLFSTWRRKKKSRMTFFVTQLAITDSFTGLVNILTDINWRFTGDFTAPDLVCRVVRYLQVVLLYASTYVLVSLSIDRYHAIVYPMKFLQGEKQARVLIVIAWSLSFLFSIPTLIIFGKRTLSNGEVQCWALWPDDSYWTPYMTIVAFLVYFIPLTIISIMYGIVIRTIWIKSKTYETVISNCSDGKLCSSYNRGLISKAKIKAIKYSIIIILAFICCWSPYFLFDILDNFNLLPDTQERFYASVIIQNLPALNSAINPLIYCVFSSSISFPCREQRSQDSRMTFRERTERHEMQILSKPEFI
The depositor's hits bear a star; ? = inconclusive; nt = not tested or not shown; [ ] = remark or other dose. Unless noted, calls come from the whole dose curve; as a rule, active = well fitted curve in the direction sought with a large enough effect; inconclusive = small, poorly fitted or top-dose-only effect, or another doubt; inactive = no such curve, though single readings can be large; an effect the other way counts as inactive or inconclusive. Only part of the results is shown. The share of hits here may be higher or lower than overall.

Each structure is followed by: KinaseGlo FLuc	Epigenetic reg	NPSR antag	CBFb RUNX1 block	Lamin A splicing	IMPase Li inh	aGal spleen mod
COc1ccc(CCNC(=O)C2CC(=O)N(CCc3ccc(C)cc3)C2)cc1OC (centres undefined)
 : 6%	1.0%	15%	-7%	nt	-5%	0%
CCCn1c(-c2ccc(F)cc2)nc2c(NC(C)CCCN(CC)CC)nc(C)nc21 (centres undefined)
 : -2%	-0.5%	nt	14%	nt	6%	2%
O=C(C(Cc1ccccc1)N1C(=O)c2ccccc2C1=O)N1c2ccccc2CCc2ccccc21 (centres undefined)
 : -6%	0.0%	-33%	4%	?	0%	3%
COc1cccc(-n2c(SCC(N)=O)nc3ccccc3c2=O)c1
 : 2%	1.4%	19%	21%	-14%[46 µM]	7%	5%
COc1cc2c(cc1OC)C(C(=O)N1CCN(c3ccccc3)CC1)C(c1cccs1)N(C)C2=O (centres undefined)
 : 19%	0.0%	-15%[46.1 µM]	2%	2%	9%[38.3 µM]	-17%
CCCOn1nnnc1-c1ccccc1
 : -2%	-1.3%	12%[46.1 µM]	13%	-3%	-4%	-2%
CCn1c(CCNC(=O)c2cccs2)nnc1SCC(=O)Nc1ccc(Cl)cc1
 : -1%	-1.2%	-4%[46.1 µM]	14%	-5%	12%	6%
O=C(Nc1ccc(NC(=O)c2ccco2)cc1)c1cnccn1
 : -22%	-1.4%	-18%[46.1 µM]	0%	9%	2%[38.3 µM]	8%
O=C1CC(c2cccs2)Cc2nc(NC(=O)C3CC3)ncc21 (centres undefined)
 : nt	8.7%	1%	-6%	nt	nt	0%
O=[N+]([O-])c1cccc(CN(CCO)Cc2ccccc2)c1
 : -2%	-2.5%	-8%[46.1 µM]	3%	?	-8%[38.3 µM]	-12%
O=C(C1CCCCN1S(=O)(=O)c1ccccc1)N1CCN(Cc2ccccc2)CC1 (centres undefined)
 : 1%	0.0%	-3%[46.1 µM]	7%	1%	17%[38.3 µM]	-28%
O=[N+]([O-])c1cc(-c2ccn[nH]2)ccc1Cl
 : 3%	9.2%	14%	9%	nt	-11%	6%
Cc1ccc(C)n1-c1sccc1C(=O)O
 : -4%	2.0%	-11%[46.1 µM]	?	19%	35%[activator][38.3 µM]	6%
O=C(Cn1nc(-c2ccc(N3CCOCC3)c([N+](=O)[O-])c2)c2ccccc2c1=O)N1CCCCC1
 : 0%	-1.1%	-23%[46.1 µM]	-14%	-12%	2%[38.3 µM]	4%
COC(=O)c1ccc(Cl)c(NC(=O)CN2CCN(Cc3ccccc3)CC2)c1
 : 3%	-1.0%	-11%[46.1 µM]	4%	3%	13%[38.3 µM]	-2%
CN(C)c1ccc(/C=C/c2ccc3c4ccccc4ccc3[n+]2-c2ccccc2)cc1
 : 10µM*	7.1%	10µM*	nt	?	117%[activator]	10%
O=C(CCc1c[nH]c2ccccc12)N1CCN(c2ccc(F)cc2)CC1
 : 2%	-0.1%	0%	-5%	?	3%	6%
O=C1C(=C(c2ccccc2)c2ccccc2)Nc2ccccc21
 : 11%	-1.0%	13µM*	?	?	45%[activator][38.3 µM]	2%
O=C(COC(=O)C1CCN(/C=C/C(=O)C(F)(F)F)CC1)Nc1cccc(F)c1
 : 0%	0.0%	5%	3%	18%	2%	5%
O=C(CCCN1C(=O)c2ccccc2C1=O)OC1CSCC1NC(=O)c1ccccc1 (centres undefined)
 : 13%	-0.9%	?	0%	9%	1%[38.3 µM]	3%

Overlap with the part before: three entries, followed by the next part.
Each structure is followed by: KinaseGlo FLuc	Epigenetic reg	NPSR antag	CBFb RUNX1 block	Lamin A splicing	IMPase Li inh	aGal spleen mod
O=C1C(=C(c2ccccc2)c2ccccc2)Nc2ccccc21
 : 11%	-1.0%	13µM*	?	?	45%[activator][38.3 µM]	2%
O=C(COC(=O)C1CCN(/C=C/C(=O)C(F)(F)F)CC1)Nc1cccc(F)c1
 : 0%	0.0%	5%	3%	18%	2%	5%
O=C(CCCN1C(=O)c2ccccc2C1=O)OC1CSCC1NC(=O)c1ccccc1 (centres undefined)
 : 13%	-0.9%	?	0%	9%	1%[38.3 µM]	3%
COc1ccc(CN(Cc2cc3cccc(C)c3n3nnnc23)C(=O)N2CCOCC2)cc1
 : -4%	2.5%	13%	6%	?	10%	-4%
COc1cc(/C=N/NC(=S)NCCN2CCOCC2)cc(OC)c1O
 : -7%	0.0%	2%	-16%	-11%	30%[activator]	2%
CCCCCCC(=O)N/N=C(\C)Cc1ccccc1
 : 2%	0.0%	9%	-19%	-2%	-1%	-16%
CC(C)C1N(c2ccccc2)C(N)=C(C#N)C1(C#N)C#N (centres undefined)
 : 2%	-0.9%	-17%[46.1 µM]	3%	-16%	0%	3%
O=C(NC1CC2CCCC(C1)N2C1CC1)NC12CC3CC(CC(C3)C1)C2 (centres undefined)
 : -3%	0.0%	-1%[46.1 µM]	2%	8%	10%[38.3 µM]	6%
O=c1[nH]c(CNCc2cccnc2)nc2ccccc12
 : -3%	1.1%	17%	-4%	nt	6%	-4%
CC1N=C(N)C(c2nc3ccccc3n2C)=C1O (centres undefined)
 : 1%	0.0%	12%	-10%	nt	28%	3%
Cn1cc(P(=S)(N2CCOCC2)N2CCOCC2)cc1P(=O)(N1CCOCC1)N1CCOCC1
 : 2%	-1.4%	16%	6%	-11%[46 µM]	-3%	-8%
CCC1(CC)Cc2ccccc2C2=C(C(=O)N3CCCCC3)C(=O)C(=O)N21
 : -2%	-1.3%	3%	-1%	1%[46 µM]	3%	-1%
COc1ccc(COCC(O)CN(Cc2ccco2)Cc2ccccc2O)cc1 (centres undefined)
 : -1%	1.9%	0%	2%	-7%	3%	-1%
Nc1cc(Cl)ccc1C(=O)OCC(=O)NC(=O)NCc1ccccc1
 : 6%	0.0%	-1%	-1%	?	11%	3%
CC(C)CC(=O)NC(=S)Nc1ccccn1
 : -5%	1.4%	-7%[46.1 µM]	13%	-1%	11%[38.3 µM]	-1%
CCCC(=O)NC(c1ccc2c(c1)OCO2)c1cc(Cl)c2cccnc2c1O (centres undefined)
 : 2%	?	-2%	-25%	?	8%	2%
c1coc(-c2nnc(NC3=NCCC3)o2)c1
 : -20%	0.9%	5%[46.1 µM]	9%	4%	20%[38.3 µM]	2%
O=S(=O)(c1ccc(Cl)cc1)N1CCC(O)(CN2CCN(Cc3ccccc3)CC2)CC1
 : 0%	1.5%	-28%	2%	8%[46 µM]	14%	-16%
O=c1oc2ccccc2cc1-c1csc(Cc2nc(-c3ccc(Cl)cc3)cs2)n1
 : 1%	0.0%	-4%[46.1 µM]	-1%	?	9%	8%
Cc1ccc(-c2nnc(SCC(=O)O)n2N)cc1
 : 1%	-1.0%	10%[46.1 µM]	2%	1%	?	5%
COc1ccc(CNc2ncnc3ccc(-c4ccc5c(c4)OCO5)cc23)c(OC)c1
 : nt	nt	nt	nt	?	16%	-3%
CCCCNC(=O)c1onc(CSc2cc(C)cc(C)c2)c1C(=O)O
 : 0%	0.0%	-3%[46.1 µM]	-1%	1%[0.0737 µM]	-2%[38.3 µM]	5%
O=C(CN1CCN(c2ccc(O)cc2)CC1)Nc1cc([N+](=O)[O-])ccc1Cl
 : 1%	-3.2%	-9%	10%	-23%	3%	11%
CNC(=O)C(=O)Nc1c(O)c2ccccc2[nH]c1=O
 : nt	1.6%	4%	14%	nt	nt	13%
CCOC(=O)C1(Cc2cccc(OC)c2)CCN(Cc2cccc(OCC)c2O)CC1
 : -2%	-2.5%	?	-1%	-7%[46 µM]	26%	2%
O=C(Nc1nnc(-c2ccccn2)o1)c1cccc(Br)c1
 : nt	0.0%	10%[46.1 µM]	?	?	nt	1%
COc1ccccc1N1CCN(C(c2cc3cc(C)ccc3[nH]c2=O)c2nnnn2C2CCCC2)CC1 (centres undefined)
 : 0%	-1.0%	-9%[46.1 µM]	0%	4%	28%[38.3 µM]	0%
COC(=O)C1=C(N)Oc2cc(C)n(Cc3cccnc3)c(=O)c2C1c1ccccc1OC (centres undefined)
 : 2%	-1.1%	-9%[46.1 µM]	-6%	-4%	-6%[38.3 µM]	9%
COC(=O)CNC(=O)c1cccc(F)c1
 : -2%	1.0%	8%[46.1 µM]	5%	7%	12%[38.3 µM]	-2%
Cc1cc(N(C)C)ccc1[N+](=O)[O-]
 : 1%	-1.3%	8%	-5%	-4%	-1%	4%
CC(C)(C)c1ccc(Oc2ncccc2NC(=O)c2cccs2)cc1
 : nt	0.4%	29%	19%	nt	nt	-2%
Cn1c(CSCc2ccc(Cl)cc2Cl)n[nH]c1=S
 : 3%	1.1%	-10%	-2%	nt	-2%	-3%
Cc1ccccc1C1=NC(C(F)(F)F)(C(F)(F)F)c2c(n(-c3ccc(F)cc3)c(=O)[nH]c2=O)N1
 : 4%	-0.8%	-13%	-4%	?	1%	-7%
Cc1nc2cc(Cl)c(Cl)cc2n1CCCO
 : nt	6.6%	7%	3%	nt	nt	5%
Cc1nn2c(-c3ccccc3)nnc2c2ccccc12
 : -7%	-1.1%	-13%[46.1 µM]	6%	-6%	20%[38.3 µM]	-5%
CC(C)c1ccccc1NC(=O)c1cccnc1
 : -4%	-0.2%	9%[46.1 µM]	5%	1%	-11%[38.3 µM]	-4%
Cn1nc(C(F)(F)F)c(-c2ccccc2)c1NC(=O)CCC(=O)O
 : nt	-1.3%	0%	-4%	nt	nt	1%
O=C(c1cc([N+](=O)[O-])cc([N+](=O)[O-])c1)N1CCN(Cc2ccc3c(c2)OCO3)CC1
 : 1%	-0.1%	2%	-2%	nt	?	0%
CC(C)(C)C1CCc2onc(C(=O)Nc3ccc(F)cc3F)c2C1 (centres undefined)
 : -10%	-2.6%	-22%[46.1 µM]	10%	?	14%[38.3 µM]	-6%
Cc1[nH]nc(-c2ccc(OCc3cnn(-c4ccccc4)c3)c(C)c2O)c1Oc1ccccc1
 : -3%	9.6%	-19%[46.1 µM]	-10%	?	13%[38.3 µM]	8%
COc1ccc(NS(=O)(=O)c2cc(OCC(N)=O)c(C)cc2Cl)cc1
 : -1%	-1.3%	2%	-17%	?	1%	-12%
Cc1cc(C(F)F)n2nc(C(=O)Nc3ccc(S(=O)(=O)N4CCCC4)cc3)nc2n1
 : 3%	3.1%	-12%[46.1 µM]	5%	-2%	20%[38.3 µM]	-1%
